# Screens from PubChem.
# IDH1 R132H inh – inhibitors of IDH1 R132H reductase, primary screen, biochemical, plate reader, single point; AID 624101, 2012; Isocitrate dehydrogenase [NADP] cytoplasmic (Homo sapiens), O75874; inhibition, % at 10 µM; diaphorase/resazurin fluorescence, 60 min; 70,000 tested, 0.18% active; in the data active means inhibition above about 34%;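 further: 0% = DMSO and 100% = no enzyme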
# PRC2 inh – EZH2/PRC2 methyltransferase inhibitors, primary screen, biochemical, DELFIA time-resolved fluorescence, single point; 57,000 tested, 0.35% active; PRC2 H3K27 methylation, DELFIA TRF, 1 h; inhibition, % at 12.5 µM;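 active means mean inhibition of replicates at least 50% and every single replicate also reaching 50%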;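 further: dimethyl H3K27 on biotinylated H3 21-44 peptide detected by antibody; plate controls were median neutral control wells for no effect and median positive control wells for full effect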
# Target sequence (Q15910 whole entry, looked up): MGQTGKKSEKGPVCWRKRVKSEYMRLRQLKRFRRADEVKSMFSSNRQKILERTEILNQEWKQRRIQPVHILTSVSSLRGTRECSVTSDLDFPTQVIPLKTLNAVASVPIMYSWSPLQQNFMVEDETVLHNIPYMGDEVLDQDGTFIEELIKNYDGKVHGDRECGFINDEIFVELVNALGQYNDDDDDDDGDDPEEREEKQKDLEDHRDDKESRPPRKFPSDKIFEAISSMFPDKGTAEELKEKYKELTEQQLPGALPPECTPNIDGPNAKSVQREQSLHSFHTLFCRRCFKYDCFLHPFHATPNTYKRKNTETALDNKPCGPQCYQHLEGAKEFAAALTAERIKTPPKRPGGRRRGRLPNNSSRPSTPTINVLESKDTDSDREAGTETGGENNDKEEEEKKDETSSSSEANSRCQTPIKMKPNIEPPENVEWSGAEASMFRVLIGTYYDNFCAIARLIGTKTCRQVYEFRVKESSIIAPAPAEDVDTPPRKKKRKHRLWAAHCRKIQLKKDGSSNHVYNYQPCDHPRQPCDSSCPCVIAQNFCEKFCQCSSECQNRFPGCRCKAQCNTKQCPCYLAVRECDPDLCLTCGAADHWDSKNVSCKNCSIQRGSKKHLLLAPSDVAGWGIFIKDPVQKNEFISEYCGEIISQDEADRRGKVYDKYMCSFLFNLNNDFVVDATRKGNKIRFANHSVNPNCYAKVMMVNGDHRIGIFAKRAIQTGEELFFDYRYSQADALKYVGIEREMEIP
# An asterisk follows results filed as active; nt = not tested or not shown. Not all compounds are listed (hit frequency here may not be typical).
SMILES,IDH1 R132H inh,PRC2 inh
C[C@@H](NC(=O)C[C@@H]1C=C[C@@H](NC(=O)C2CC2)[C@@H](CO)O1)c1ccccc1,0.4,-8
C[C@H](CO)N1C[C@H](C)[C@@H](CN(C)C(=O)[C@H](Cc2ccccc2)N(C)C)OCc2ccccc2-c2c(n(C)c3ccccc23)C1=O,nt,-11
Cc1ccc(C)c(NC(=O)Cn2cc([N+](=O)[O-])cn2)c1,-0.1,-2
C[C@@H]1CN([C@@H](C)CO)C(=O)CCCn2cc(nn2)CO[C@H]1CN(C)Cc1ccncc1,1.0,3
O=C(Nc1ccccc1)Nc1ccc2c(c1)[C@H]1C[C@@H](CC(=O)N3CCOCC3)O[C@H](CO)[C@H]1O2,-0.4,-6
C[C@@H]1CN([C@@H](C)CO)C(=O)c2cc(NC(=O)C3CCCCC3)ccc2O[C@@H](C)CCCCO[C@H]1CN(C)C(=O)Nc1cccc2ccccc12,-0.2,nt
C[C@H](CO)N1C[C@H](C)[C@H](CN(C)S(=O)(=O)c2cccs2)Oc2ncc(-c3ccccc3)cc2C1=O,-1.2,12
COc1ccccc1-c1cn(CC[C@H]2CC[C@@H](NC(=O)C3CCCCC3)[C@H](CO)O2)nn1,-0.2,31
COc1ccc(NC(=O)CCN2C(=O)c3ccccc3C2=O)cc1Cl,-0.5,-10
C[C@@H]1CN([C@H](C)CO)C(=O)Cc2cc(NC(=O)Nc3ccccc3)ccc2O[C@@H]1CN(C)Cc1ccc(Oc2ccccc2)cc1,5.0,nt
C[C@H]1CN([C@@H](C)CO)C(=O)Cc2cc(NC(=O)Nc3ccc(C(F)(F)F)cc3)ccc2O[C@@H]1CN(C)Cc1ccc(C(=O)O)cc1,-0.2,nt
C[C@@H]1CN([C@H](C)CO)C(=O)c2c(c3ccccc3n2C)-c2ccccc2CO[C@H]1CN(C)S(=O)(=O)c1ccccc1F,0.2,-18
COc1cccc(-c2cnc3c(c2)C(=O)N([C@@H](C)CO)C[C@@H](C)[C@@H](CN(C)C(=O)CC2CC2)O3)c1,-15,-1
CO[C@@H]1CN(C)C(=O)c2ccc(NC(=O)c3cccc(F)c3)cc2OC[C@@H](C)N(C)C[C@H]1C,0.1,-1
Cc1cc(C)c(C)c(Oc2coc3cc(OCC(=O)Nc4ccccc4F)ccc3c2=O)c1,0.2,-3
COc1cc(-c2ccc(=O)[nH]n2)ccc1OC(F)F,-0.1,-20
C[C@H](CO)N1C[C@H](C)[C@@H](CN(C)Cc2ccncc2)Oc2c(NC(=O)Nc3ccc(F)cc3)cccc2C1=O,nt,-7
C[C@@H]1CN([C@H](C)CO)C(=O)c2cc(N(C)C)ccc2O[C@@H](C)CCCCO[C@@H]1CN(C)C(=O)NC1CCCCC1,-2.1,2
CCCNC(=O)N(C)C[C@H]1Oc2cc(C#C[C@H](C)O)ccc2S(=O)(=O)N([C@@H](C)CO)C[C@H]1C,0.7,1
CO[C@@H]1CN(C)C(=O)c2cc(NS(=O)(=O)c3ccccc3C)ccc2OC[C@@H](C)N(S(=O)(=O)c2ccccc2)C[C@H]1C,-0.2,-7
Clc1ccc(CSc2nnc(-c3ccco3)n2Cc2ccco2)c(Cl)c1,4.5,45
C[C@H](CO)N1C[C@H](C)[C@H](CN(C)Cc2ccncc2)OCCCC[C@H](C)Oc2ccc(NC(=O)Nc3ccc(C(F)(F)F)cc3)cc2C1=O,-1.5,nt
O=C(C[C@@H]1C=C[C@@H](NC(=O)Nc2ccc(F)cc2)[C@H](CO)O1)NCc1cccc(F)c1,0.0,-5
C[C@@H]1CN([C@@H](C)CO)C(=O)Cc2cc(NC(=O)Nc3ccc(C(F)(F)F)cc3)ccc2O[C@H]1CN(C)S(=O)(=O)c1cn(C)cn1,2.3,nt
CN(C)/C=C1/Nc2ccccc2C1=O,0.5,-20

# (listing goes on)
SMILES,IDH1 R132H inh,PRC2 inh
C[C@H]1CN([C@@H](C)CO)C(=O)Cc2cc(NC(=O)C3CC3)ccc2O[C@@H]1CN(C)S(=O)(=O)c1ccc(F)cc1,-0.1,nt
O=C(C[C@H]1CC[C@H](NC(=O)c2ccc(F)cc2)[C@@H](CO)O1)NCc1ccncn1,0.2,2
C[C@@H]1CCCCO[C@@H](CN(C)Cc2ccncc2)[C@@H](C)CN([C@@H](C)CO)C(=O)c2cc(NS(=O)(=O)c3cn(C)cn3)ccc2O1,4.6,nt
Cc1ccc(S(=O)(=O)Nc2ccc3c(c2)C(=O)N([C@@H](C)CO)C[C@H](C)[C@H](CN(C)Cc2ccncc2)O3)cc1,0.8,9
C[C@@H]1CN([C@H](C)CO)S(=O)(=O)c2ccc(C#CC3CC3)cc2O[C@H]1CN(C)C(=O)c1cccnc1,13,2
CNC[C@H]1OCCCC[C@H](C)Oc2ccc(NC(=O)Nc3cccc4ccccc34)cc2C(=O)N([C@@H](C)CO)C[C@@H]1C,-6.3,-7
CCCNC(=O)N(C)C[C@H]1Oc2ncc(C#C[C@H](C)O)cc2C(=O)N([C@H](C)CO)C[C@@H]1C,-1.7,-13
CCCc1cc(=O)[nH]c(SCC(=O)Nc2ccc(C)cc2C)n1,0.4,-14
Cc1noc(C)c1NC(=O)N(C)C[C@H]1Oc2ccc(NS(=O)(=O)c3cn(C)cn3)cc2C(=O)N([C@H](C)CO)C[C@H]1C,1.0,nt
COc1cccc(CNC(=O)C[C@@H]2CC[C@@H](NC(=O)C3CCOCC3)[C@@H](CO)O2)c1,-0.2,-3
COCC(=O)Nc1ccc2c(c1)[C@H]1C[C@H](CC(=O)OC)O[C@@H](CO)[C@H]1O2,0.0,25
CCCN1C[C@@H](C)[C@H](OC)CN(C)C(=O)c2ccc(NC(=O)c3cccc(F)c3)cc2OC[C@@H]1C,-0.1,0
COC(=O)C[C@H]1C[C@H]2c3cc(NC(=O)Nc4ccc(OC)cc4)ccc3O[C@H]2[C@H](CO)O1,0.6,21
C[C@@H]1CN([C@H](C)CO)C(=O)c2cc(NC(=O)Cn3cnnn3)ccc2O[C@@H]1CN(C)Cc1ccc(-c2ccccc2)cc1,-0.2,10
COc1ccc(CN(C)C[C@H]2Oc3ccc(NS(=O)(=O)c4ccccc4)cc3C(=O)N([C@@H](C)CO)C[C@H]2C)cc1,-1.9,nt
O=C(Nc1ccc(C(F)(F)F)cc1)N[C@H]1C=C[C@H](CC(=O)N2CCCCC2)O[C@H]1CO,-0.5,-16
Cc1ccccc1-n1c(C)cc(/C=C2\NC(=O)NC2=O)c1C,1.5,4
C[C@@H]1CCCCO[C@H](CN(C)S(=O)(=O)c2ccc(F)cc2)[C@@H](C)CN([C@@H](C)CO)C(=O)c2cc(NC(=O)C3CCCCC3)ccc2O1,2.6,nt
C[C@@H]1CCCCO[C@H](CN(C)C(=O)Nc2ccccc2)[C@@H](C)CN([C@H](C)CO)C(=O)c2cc(NC(=O)Nc3ccc4c(c3)OCO4)ccc2O1,3.0,nt
C[C@@H]1CCCCO[C@@H](CN(C)Cc2ccc3c(c2)OCO3)[C@@H](C)CN([C@@H](C)CO)C(=O)c2cc(NC(=O)C3CCCCC3)ccc2O1,2.4,nt
O=C(N/N=C/c1ccc(O)c(O)c1O)c1ccccn1,-1.3,35
COc1ccccc1NC(=O)C(C)N1c2cccc3cccc(c23)S1(=O)=O (stereo not drawn),0.0,1
CN1CCN(C(=O)c2cc3c(c(-c4cccc(-c5ccc(C#N)cc5)c4)n2)[C@H](CCO)N([S@@](=O)C(C)(C)C)C3)CC1,0.1,-1
COc1ccc(CN(Cc2cccn2C)C(=O)c2cc3cc(OC)ccc3[nH]2)cc1,-0.2,4
CC1(CCO[C@H]2O[C@H](CO)[C@@H](O)[C@H](O)[C@H]2O)CCC2C(=CCC3[C@]2(C)CCC[C@@]3(C)C(=O)O)C1 (stereo partly drawn),-0.2,-5

# Entries of single compounds as entered above. Order of screens: IDH1 R132H inh	PRC2 inh
# C[C@@H]1CCCCO[C@@H](CN(C)Cc2ccncc2)[C@@H](C)CN([C@@H](C)CO)C(=O)c2cc(NS(=O)(=O)c3cn(C)cn3)ccc2O1 as listed: 4.6	nt
# C[C@@H]1CCCCO[C@H](CN(C)C(=O)Nc2ccccc2)[C@@H](C)CN([C@H](C)CO)C(=O)c2cc(NC(=O)Nc3ccc4c(c3)OCO4)ccc2O1 as listed: 3.0	nt

# As a working copy, part of the list above.
SMILES,IDH1 R132H inh,PRC2 inh
C[C@H]1CN([C@@H](C)CO)C(=O)Cc2cc(NC(=O)C3CC3)ccc2O[C@@H]1CN(C)S(=O)(=O)c1ccc(F)cc1,-0.1,nt
O=C(C[C@H]1CC[C@H](NC(=O)c2ccc(F)cc2)[C@@H](CO)O1)NCc1ccncn1,0.2,2
C[C@@H]1CCCCO[C@@H](CN(C)Cc2ccncc2)[C@@H](C)CN([C@@H](C)CO)C(=O)c2cc(NS(=O)(=O)c3cn(C)cn3)ccc2O1,4.6,nt
Cc1ccc(S(=O)(=O)Nc2ccc3c(c2)C(=O)N([C@@H](C)CO)C[C@H](C)[C@H](CN(C)Cc2ccncc2)O3)cc1,0.8,9
C[C@@H]1CN([C@H](C)CO)S(=O)(=O)c2ccc(C#CC3CC3)cc2O[C@H]1CN(C)C(=O)c1cccnc1,13,2
CNC[C@H]1OCCCC[C@H](C)Oc2ccc(NC(=O)Nc3cccc4ccccc34)cc2C(=O)N([C@@H](C)CO)C[C@@H]1C,-6.3,-7

# Among those listed so far, these have an NH in an aromatic ring:
SMILES,IDH1 R132H inh,PRC2 inh
COc1cc(-c2ccc(=O)[nH]n2)ccc1OC(F)F,-0.1,-20
CCCc1cc(=O)[nH]c(SCC(=O)Nc2ccc(C)cc2C)n1,0.4,-14
COc1ccc(CN(Cc2cccn2C)C(=O)c2cc3cc(OC)ccc3[nH]2)cc1,-0.2,4

# Additional records follow:
SMILES,IDH1 R132H inh,PRC2 inh
CCCNC(=O)N(C)C[C@H]1Oc2cc(C#CCN(C)C)ccc2S(=O)(=O)N([C@@H](C)CO)C[C@@H]1C,-0.5,-17
C[C@H](CO)N1C[C@H](C)[C@H](CN(C)C(=O)c2cnccn2)Oc2cc(C#CCC3CCCC3)ccc2S1(=O)=O,-0.1,nt
Cc1noc(C)c1S(=O)(=O)Nc1ccc2c(c1)C(=O)N([C@@H](C)CO)C[C@@H](C)[C@H](CN(C)C(=O)Nc1ccc3c(c1)OCO3)OCCCC[C@H](C)O2,6.1,nt
C[C@H](CO)N1C[C@H](C)[C@@H](CN(C)C(=O)Nc2ccc(F)cc2)Oc2ccc(NC(=O)NC3CCCCC3)cc2C1=O,2.0,0
CCCNC(=O)Nc1ccc2c(c1)C(=O)N(C)C[C@@H](OC)[C@H](C)CN(C(=O)c1ccccc1F)[C@@H](C)CO2,0.1,1
CCOC(=O)CSc1nnc2c3ccccc3n(C)c2n1,0.8,5
COc1cccc(S(=O)(=O)Nc2ccc3c(c2)[C@@H]2C[C@H](CC(=O)NCc4ccc(Cl)cc4)O[C@H](CO)[C@@H]2O3)c1,-0.2,-6
C[C@H](CO)N1C[C@H](C)[C@H](CN(C)C(=O)Nc2ccccc2)Oc2ncc(C#CCN(C)C)cc2C1=O,nt,0
C/C=C/c1cnc2c(c1)C(=O)N([C@@H](C)CO)C[C@H](C)[C@H](CN(C)C(=O)Nc1c(C)noc1C)O2,0.1,nt
CO[C@@H]1CN(C)C(=O)c2ccc(NC(=O)c3nc4ccccc4s3)cc2OC[C@H](C)N(Cc2cccnc2)C[C@@H]1C,nt,-24
COc1cccc(-c2cnc3c(c2)C(=O)N([C@H](C)CO)C[C@@H](C)[C@H](CN(C)CC2CCCC2)O3)c1,-0.5,22
C[C@H]1CN([C@@H](C)CO)S(=O)(=O)c2ccc(C#CC(C)(C)O)cc2O[C@H]1CN(C)C(=O)CC1CC1,-2.2,-2
CNC[C@H]1OCCCC[C@@H](C)Oc2ccc(NC(=O)NC3CCCCC3)cc2C(=O)N([C@H](C)CO)C[C@@H]1C,6.5,-7
COCCOC(=O)N1C(=O)[C@@]2(c3cc(C#CC4=CCCCC4)ccc31)[C@H](C(=O)N1CCN(c3ncccn3)CC1)[C@H]1C(=O)O[C@H](c3ccccc3)[C@H](c3ccccc3)N1[C@@H]2c1ccccc1OCCO,nt,-16
CS(=O)(=O)Nc1ccc([N+](=O)[O-])cc1OC1CCCCC1,0.4,nt
CCCN(C)C[C@H]1Oc2ncc(-c3cccc(C(=O)N(C)C)c3)cc2C(=O)N([C@@H](C)CO)C[C@H]1C,-2.1,7
COc1ccc(S(=O)(=O)N(C)C[C@@H]2Oc3c(NC(=O)NC4CCCCC4)cccc3C(=O)N([C@@H](C)CO)C[C@@H]2C)cc1,-1.0,nt
C[C@@H]1CN([C@@H](C)CO)C(=O)c2cc(NC(=O)C3CC3)ccc2O[C@H]1CN(C)C,0.4,nt
c1ccc(-c2nnc(SCC3CCOCO3)n2-c2ccccc2)cc1 (stereo not drawn),0.3,-14
CCCN(C)C[C@@H]1Oc2ncc(C#CC3CC3)cc2C(=O)N([C@@H](C)CO)C[C@@H]1C,-0.2,-19
O=C(CCN1C(=O)c2ccccc2C1=O)Nc1ccc(-c2nc3ccccc3s2)cc1,0.0,3
O=C(C[C@H]1CC[C@H](NC(=O)NC2CCCCC2)[C@H](CO)O1)NCc1ccc(Cl)cc1,-0.1,-3
C[C@H]1CN([C@@H](C)CO)C(=O)c2cc(-c3cccnc3)cnc2O[C@H]1CN(C)C(=O)Cc1cccnc1,3.2,0
C[C@H]1CN([C@@H](C)CO)C(=O)c2cc(C3=CCCCC3)cnc2O[C@@H]1CN(C)Cc1ccccc1C(=O)O,nt,14
CN1CCN(C(=O)C[C@@H]2C[C@H]3c4cc(NC(=O)Nc5ccccc5F)ccc4O[C@H]3[C@@H](CO)O2)CC1,0.0,16
O=C(C[C@H]1C[C@@H]2c3cc(NC(=O)C4CCOCC4)ccc3O[C@@H]2[C@H](CO)O1)NCc1ccccc1F,-0.1,-1
Cc1noc(C)c1NC(=O)N(C)C[C@@H]1Oc2ccc(NC(=O)CCC(F)(F)F)cc2CC(=O)N([C@@H](C)CO)C[C@H]1C,-0.9,-10
CCOC(=O)C(C)Sc1ncnc2c1sc1nc(N3CCOCC3)c3c(c12)CC(C)(C)OC3 (stereo not drawn),-0.5,-10
